Screens deposited in PubChem by National Center for Advancing Translational Sciences (NCATS).
HCMV antiviral: qHTS Assay for inhibitors of the human cytomegalovirus (HCMV) | HFF cells, HCMV-luciferase reporter, 72 h; stronger effect = lower value | AID 1259415, 2018 | actives 4.5% (n = 410,000) | activity change, negative = inhibition, % at 57.5 µM; in the data active = activity change below about -60%; inconclusive = no clear call, values can overlap the other calls; inactive = above about -39%
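Human foreskin fibroblasts infected with luciferase-reporter HCMV at MOI 1 PFU/cell, compounds at two doses. Luciferase measured 72 h post infection; normalized to buffer-only basal and Salinomycin (10uM) controls.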
AmpC inh no detg: qHTS Inhibitors of AmpC Beta-Lactamase (assay without detergent); AmpC nitrocefin hydrolysis, absorbance 480 nm, 0.0001% Triton; actives 0.52% (n = 330,000); Potency, µM (top dose mostly 57.1 µM), inactives show at the top dose activity change, negative = inhibition, most hits filed as inhibitors; AID 485341, 2010; P00811;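 note: potency is the fitted concentration of half-maximal effect; plate controls were no compound for no effect and no enzyme for full effect; nearly all actives have a fitted effect of over 20% in size; some results filed as inactive show a strong effect at the top dose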
Target sequence (P00811 whole entry, looked up): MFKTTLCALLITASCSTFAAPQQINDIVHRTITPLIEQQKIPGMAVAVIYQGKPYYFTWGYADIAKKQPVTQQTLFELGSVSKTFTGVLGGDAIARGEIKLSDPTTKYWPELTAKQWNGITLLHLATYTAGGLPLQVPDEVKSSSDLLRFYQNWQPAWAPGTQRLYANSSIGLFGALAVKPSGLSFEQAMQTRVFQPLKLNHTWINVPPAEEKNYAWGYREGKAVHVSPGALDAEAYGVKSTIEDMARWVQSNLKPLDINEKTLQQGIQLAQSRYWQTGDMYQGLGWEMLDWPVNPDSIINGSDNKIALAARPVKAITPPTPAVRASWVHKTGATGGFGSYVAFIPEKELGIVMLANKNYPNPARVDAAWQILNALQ
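20 mM phosphate pH 7.0 + 0.01% (detergent screen) or 0.0001% Triton X-100; 5.3 nM AmpC reagent; cpd preinc 15 min RT; nitrocefin (800 uM stock) to start; A480 q20 s × 4 min; Activity was normalised to no-enzyme and no-compound control wells.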
Sm TGR block: qHTS Assay for the Inhibitors of Schistosoma Mansoni Peroxiredoxins | Schistosoma mansoni thioredoxin glutathione reductase (TGR), Q962Y6 | purified TGR, DTNB reduction, TNB absorbance 405 nm | Potency, µM (highest dose often 114 µM), inactives show at the highest dose activity change, negative = inhibition, usual class: inhibitors | actives 3% (n = 360,000); note: potency is the fitted concentration of half-maximal effect; nearly all actives have a fitted effect of over 60% in size
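TGR 20 nM + NADPH 100 uM (dispensed conc.), cpd preinc 15 min RT; start with NADPH (500 uM addition) then DTNB (15 mM addition). Kinetic TNB absorbance, 405 nm filter. Four-parameter Hill fit across titration.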
LmPK inh: qHTS Assay for Inhibitors of Leishmania Mexicana Pyruvate Kinase (LmPK) | Potency, µM (top dose mostly 57.5 µM), for inactives: at the top dose activity change, negative = inhibition, hits mostly inhibitors | actives 0.37% (n = 290,000) | AID 1721, 2009 | purified LmPK, Kinase-Glo ATP luminescence, 1 h | Q27686; note: potency is the fitted concentration of half-maximal effect
Target sequence (Q27686 whole entry, looked up): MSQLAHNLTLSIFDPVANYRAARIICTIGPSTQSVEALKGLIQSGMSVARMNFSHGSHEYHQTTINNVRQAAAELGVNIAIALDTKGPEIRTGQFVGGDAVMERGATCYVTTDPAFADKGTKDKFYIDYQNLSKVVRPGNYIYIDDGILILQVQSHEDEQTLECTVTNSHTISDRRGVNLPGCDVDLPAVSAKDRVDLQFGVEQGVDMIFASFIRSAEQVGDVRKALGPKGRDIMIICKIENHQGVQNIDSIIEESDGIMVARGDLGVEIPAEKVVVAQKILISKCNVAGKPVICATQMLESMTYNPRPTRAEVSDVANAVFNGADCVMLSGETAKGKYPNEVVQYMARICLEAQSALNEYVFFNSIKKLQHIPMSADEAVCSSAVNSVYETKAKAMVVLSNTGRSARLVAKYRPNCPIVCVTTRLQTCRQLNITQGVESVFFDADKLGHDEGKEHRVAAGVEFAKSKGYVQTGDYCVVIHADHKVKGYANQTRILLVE
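In 50 mM imidazole pH 7.2 with 7 mM MgCl2, LmPK (0.1 nM) turned over PEP (0.5 mM) and ADP (0.1 mM) for 1 h at room temperature. Luciferase read-out of ATP.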
AMA1 RON2 block: qHTS for Inhibitors of AMA1-RON; Towards Development of Antimalarial Drug Lead: Primary Screen | AlphaScreen AMA1-biotinylated RON2 peptide binding | Plasmodium falciparum AMA1 (3D7) - RON2 peptide interaction | Potency, µM (doses to about 58.2 µM), inactives show top-dose activity change, negative = inhibition, hits mostly inhibitors | actives 0.2% (n = 360,000) | AID 720542, 2013;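 note: potency is the fitted concentration of half-maximal effect; 0% = vehicle wells and -100% = peptide control; nearly all actives have a fitted effect of over 45% in size; some results filed as inactive show a strong effect at the top dose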
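AMA1 (3D7) with his tag at 25 nM final met compounds first, then biotinylated RON2 peptide at 25 nM; detection used donor plus acceptor beads, 10 µg/mL apiece, read by AlphaScreen after 30 min at room temperature.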
TbPYK inhibitor: qHTS of Trypanosoma Brucei Inhibitors; TbPYK enzyme, Kinase-Glo Plus ATP luminescence, 45 min; Potency, µM (doses to about 76.8 µM), for the others: at the top dose activity, negative = inhibition, most hits filed as inhibitors; AID 624173, 2012; pyruvate kinase (Trypanosoma brucei), Q57TT1; actives 0.12% (n = 410,000); note: potency is the fitted concentration of half-maximal effect; nearly all actives have a fitted effect of over 50% in size
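Screened from lowest to highest concentration, compounds were pinned into TbPYK/substrate mixtures, and ADP (130 uM final) was added. Plates sat at room temperature for 45 min prior to Kinase-Glo Plus detection by luminescence.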
AmpC inh detg: qHTS Inhibitors of AmpC Beta-Lactamase (assay with detergent). P00811. actives 0.041% (n = 370,000). Potency, µM (series often up to 114 µM), without a hit: top-dose activity change, negative = inhibition, hits mostly inhibitors. AmpC hydrolysis of nitrocefin, absorbance 480 nm, 0.01% Triton;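 note: potency is the fitted concentration of half-maximal effect; 0% = no-compound wells and -100% = no-enzyme wells; nearly all actives have a fitted effect of over 25% in size; some results filed as inactive show a strong effect at the top dose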
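20 mM phosphate pH 7.0 + 0.01% (detergent screen) or 0.0001% Triton X-100; 5.3 nM AmpC reagent; cpd preinc 15 min RT; nitrocefin (800 uM stock) to start; A480 q20 s × 4 min; Activity was normalised to no-enzyme and no-compound control wells.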
The depositor's hits bear a star; ? = inconclusive; · = not tested or not shown; [ ] = remark or other dose. Unless noted, calls come from the whole dose curve; as a rule, active = well fitted curve in the direction sought with a large enough effect; inconclusive = small, poorly fitted or top-dose-only effect, or another doubt; inactive = no such curve, though single readings can be large; an effect the other way counts as inactive or inconclusive. Unless noted, % is set by controls: 0 for no effect and ±100 for the full control effect.

A first look, 2 compounds:
SMILES	HCMV antiviral	AmpC inh no detg	Sm TGR block	LmPK inh	AMA1 RON2 block	TbPYK inhibitor	AmpC inh detg
Cn1c(=O)c2cnc(N3CCOCC3)nc2n(C)c1=O	·	-10%	-4%	-3%	·	·	?
COc1ccc([C@H]2CC(=O)C=C(c3c(C)cc(C)cc3C)C2)cc1	-17	0%	0%	·	-5%	-8%	-5%

Results (from the top)
SMILES	HCMV antiviral	AmpC inh no detg	Sm TGR block	LmPK inh	AMA1 RON2 block	TbPYK inhibitor	AmpC inh detg
Cn1c(=O)c2cnc(N3CCOCC3)nc2n(C)c1=O	·	-10%	-4%	-3%	·	·	?
COc1ccc([C@H]2CC(=O)C=C(c3c(C)cc(C)cc3C)C2)cc1	-17	0%	0%	·	-5%	-8%	-5%
COc1ccc(NC(=O)CN(C)C2CCS(=O)(=O)C2)cc1 (stereo unspecified)	-11	-19%	0%	·	12%	-16%	5%
CC(C)c1ccc(NC(=O)c2cnn3c(C(F)F)cc(-c4ccccc4)nc23)cc1	-21	·	6%	·	·	-1%	21%
COc1cc(CNCCO)cc(Cl)c1OCc1ccc(Cl)cc1Cl	-5	158%[activator]	10%	-2%	-15%	-3%	-9%
O=C(Nc1sc2c(c1C(=O)O)CCCCC2)c1cccs1	7	-26%	-2%	-9%	0%	-2%	-2%
COc1ccc(NC(=O)CSc2nnc3ccc(-c4ccncc4)nn23)cc1	-71*	?	2%	·	-8%	3%	?
CC(=O)Nc1ccc(OCC(=O)NCc2ccc(C)cc2)cc1	-23	-13%	-2%	2%	-1%	0%	?
O=C(NC1CC1)c1cc(OCC(F)(F)F)ccc1OCC(F)(F)F	-27	-5%	-1%	1%	-5%	-2%	-8%
CCOc1cc(Br)c(Br)c(C=Nc2ccc(NC(C)=O)cc2)c1O	8	-24%	0%	0%	8%	-4%	-4%
COc1cccc(OC)c1C(=O)NC(=S)N1CCOCC1	2	-19%	8%	4%	3%	2%	-11%
Cc1ccsc1C(=O)OCC(=O)NCc1ccccc1	-19	-2%	·	·	-7%	3%	·
Cc1csc(Nc2ccccc2)n1	11	-7%[2.29 µM]	-2%	-2%	13%	-4%	-7%
O=[N+]([O-])c1cc(S(=O)(=O)N2CCOCC2)ccc1OCc1ccccc1C(F)(F)F	1	49%	8%	·	0%	4%	?
CCCn1c(=O)c(C(=O)NCCc2ccc(OC)c(OC)c2)c(O)c2ccccc21	11	81%[activator]	13%	-5%	28%	-2%	0%
CCC1=C(c2ccc(C)cc2)S(=O)(=O)N=C1N1CCC(C(=O)NCCCN2CCCCC2C)CC1 (stereo unspecified)	3	57%	6%	1%	60%[activator]	-10%	?
Cc1ccc(N2Cc3ccccc3C2=N)cc1[N+](=O)[O-]	-40	-16%[11.4 µM]	-5%	2%	-7%	-4%	?
COc1ccc(C(=O)Oc2cc(-c3ccc4c(c3)OCO4)cc(=O)c3c(C)oc(C)c23)cc1	1	·	?	·	·	-2%	9%
O=C(COc1ccccc1Cc1ccccc1)Nc1cccc(S(=O)(=O)N2CCOCC2)c1	-29	-2%	1%	·	-5%[11.6 µM]	-4%	-16%
COc1cc(OC)c(OC)cc1CNCCc1ccc(OC)c(OC)c1	-7	-17%	-15%	-4%	-13%	24%	4%
COc1ccc(-c2nc3n(n2)C(c2ccc(OC)c(OC)c2)C(C(=O)Nc2cccnc2)=C(C)N3)cc1 (stereo unspecified)	?	·	?	·	·	4%	-2%
CCC(=O)N/C(=N/c1nc(C)cc(C)n1)Nc1cccc(OC)c1	?	-24%	8%	3%	-1%	-5%	0%
CCC(C)(C)n1nnnc1C(c1ccc(O)c(OC)c1)N1CCc2ccccc2C1 (stereo unspecified)	-17	-19%	0.25µM*	4%	-20%	-48%	1%
CCOc1ccccc1NC(=O)Nc1ccc(CC#N)cc1	-18	-59%	12%	-4%	27%	2%	7%
CC1(C)CN(c2ccccc2)N(Cc2ccc(F)cc2)C1=O	-4	13%	-7%	4%	1%	-4%	-12%

Further structures follow.
SMILES	HCMV antiviral	AmpC inh no detg	Sm TGR block	LmPK inh	AMA1 RON2 block	TbPYK inhibitor	AmpC inh detg
COc1cc(/C=C2\N=C(c3c(-c4ccccc4)noc3C)OC2=O)ccc1OC(C)=O	63	3%	-6%	-11%	-5%	-7%	12%
CC(=O)Nc1ccc(NC(=O)c2ccc(S(=O)(=O)N3CCCCCC3)cc2)cc1	11	·	·	·	3%	-1%	·
CCCN(CC(=O)Nc1ccccc1OC)C(=O)c1ccncc1	?	0%	-1%	8%	7%	2%	-14%
CCCCNC(=S)N(C)/N=C/c1sc(N2CCCCC2)nc1-c1cccs1	·	11µM*	-3%	1%	·	·	-3%
COC(=O)CCC(=O)NNC(=O)c1ccc(Br)cc1	16	-6%	4%	-10%	54%[activator]	4%	5%
O=c1cc(CSc2n[nH]c(=O)n2C2CC2)c2ccc(O)cc2o1	41	-26%	-2%	5%	-6%	-1%	-6%
CCOC(=O)C1=C(O)C(=O)N(c2ccc(S(N)(=O)=O)cc2)C1c1ccc([N+](=O)[O-])cc1 (stereo unspecified)	16	-28%	-22%	5%	-7%	-14%	4%
CCN(CC)CCn1c(=S)[nH]c2ccc(Br)cc2c1=O	-11	-36%	-25%	-2%	27%	0%	-14%
Cc1cc(Oc2ccc(=O)n(C)n2)nc(=S)[nH]1	·	3%	·	2%	·	·	-8%
Cc1cc(N2CCN(S(=O)(=O)c3ccccc3)CC2)c2ccccc2n1	-88*	63%[activator]	0%	6%	-5%	-2%	-2%
O=C(CCCOc1ccccc1)NNC(=O)c1ccncc1	-28	-14%	·	·	16%	5%	·
O=C(CN1C(=O)c2ccccc2S1(=O)=O)c1ccccc1F	?	-20%	-13%	-5%	-7%	-2%	-5%
COC(=O)COc1cccc(NC(=O)c2cccs2)c1	20	-44%	0%	-2%	-6%	2%	-11%
COc1ccc(O)c(CN2CCN(CCCc3ccccc3)C(CCO)C2)c1 (stereo unspecified)	11	93%[activator]	-9%	0%	1%	0%	0%
CC(Oc1nc2c(c(=O)n(C)c(=O)n2C)n1C)C1CCCCC1 (stereo unspecified)	-13	·	·	·	-12%	0%	·
C(CCN1CCOCC1)CN1CCOCC1	62	·	·	·	17%	-1%	·
COc1cccc(CN2CC(C(=O)NCc3cccc(Cl)c3)CCC2=O)c1 (stereo unspecified)	24	111%[activator]	6%	-11%	-7%	-2%	?
Cc1cc(-c2ccccc2)nc(N/N=C/c2ccc(O)cc2O)n1	-17	-30%	6%	-1%	46%[activator]	0%	0%
CCn1c(-c2ccccc2Cl)nn(CC(=O)Nc2ccccc2OC)c1=S	-31	29%	17%	-1%	-1%	-4%	2%
CN(Cc1ccccc1)C(=O)c1ccc(NC(=O)c2ccccc2)cc1	0	-8%	-1%	-8%	21%	-19%	-2%
CCCCC1=CC2=C(c3ccco3)C(=O)C(C)(OC(=O)c3ccc(OC)cc3)C(=O)C2=CN1CCN1CCOCC1 (stereo unspecified)	·	112%[activator]	45µM*	-7%[11.5 µM]	-23%	-9%	-1%
O=c1cc(O)c2ccccc2[nH]1	-2	-14%	16%	-6%	9%	-3%	2%
CCCN1CCN(C(=O)c2ccc(CS(=O)c3ccc(Br)cc3)o2)CC1 (stereo unspecified)	3	·	·	·	5%	1%	·
O=C(Cn1c(SCC(=O)Nc2ccc(F)cc2)nc2ccccc21)NCc1ccccc1Cl	?	·	5%	·	·	-1%	-1%
O=C(COc1c(Br)cc(Br)c2cccnc12)N1CCc2ccccc2C1	49	-11%	-3%	4%	46%[activator]	-3%	1%

3 entries from above in another layout.
structure | HCMV antiviral | AmpC inh no detg | Sm TGR block | LmPK inh | AMA1 RON2 block | TbPYK inhibitor | AmpC inh detg
CCCN1CCN(C(=O)c2ccc(CS(=O)c3ccc(Br)cc3)o2)CC1 (stereo unspecified) | 3 | · | · | · | 5% | 1% | ·
O=C(Cn1c(SCC(=O)Nc2ccc(F)cc2)nc2ccccc21)NCc1ccccc1Cl | ? | · | 5% | · | · | -1% | -1%
O=C(COc1c(Br)cc(Br)c2cccnc12)N1CCc2ccccc2C1 | 49 | -11% | -3% | 4% | 46%[activator] | -3% | 1%

(cont.)
SMILES	HCMV antiviral	AmpC inh no detg	Sm TGR block	LmPK inh	AMA1 RON2 block	TbPYK inhibitor	AmpC inh detg
COCCCNC(=O)/C(C#N)=C/c1ccc(F)cc1	?	1%	-2%	-4%	9%	-7%	?
CC1=C(C(=O)OCC2CCCO2)C(c2cccc(O)c2)NC(=O)N1 (stereo unspecified)	0	-9%	-1%	-3%	5%	7%	-2%
COc1cccc(CC(=NO)c2cccc(OC)c2)c1	-18	·	·	·	-8%	14%	·
CCOC(=O)C1CCCN(C(=O)c2ccccc2OC(F)(F)F)CC1 (stereo unspecified)	-23	·	·	·	0%	2%	·
CCOC(=O)N1CCC(NC(=O)c2cc(C(=O)Nc3ccc(S(=O)(=O)N4CCOCC4)cc3)ccc2CO)CC1	-17	14%	3%	0%	0%	-1%	-4%
COC(=O)C1=C(C(=O)OC)[C@@H]2Nc3ccccc3[C@@]23C[C@@H](C(=O)OC)N=C3N1	23	-15%	8%	-3%[11.5 µM]	6%	3%	1%
O=C(Cn1c(NCCCO)nc2ccccc21)c1cccs1	5	·	·	·	-1%	4%	·
Cn1nc(-c2ccccc2F)c2cc(C(=O)NCc3ccccc3Cl)sc21	-15	·	-6%	·	·	7%	-10%
CCNC(=O)CC1C(=O)N(C)C(=S)N1NC(=O)c1ccc(Cl)cc1 (stereo unspecified)	-19	-8%	8%	0%	108%[activator]	-4%	?
Cc1ccc(NC(=O)Nc2ccc3c(c2)nnn3C)cc1C	-24	-22%	-23%	4%	0%	-2%	?
CC1CCC2(CC1)NC(=O)N(NC(=O)c1cccs1)C2=O (stereo unspecified)	-5	-20%	-3%	·	1%	0%	?
COc1ccc(NC(=O)N(C)C[C@@H]2Oc3ccc(NC(=O)NC(C)C)cc3CC(=O)N([C@H](C)CO)C[C@@H]2C)cc1	-15	23%	·	·	-6%	5%	·
COC(=O)c1ccc(OC(=O)C2CSC3(C)CCC(=O)N23)cc1 (stereo unspecified)	-35	-14%	-6%	·	-3%	-5%	?
CCCCNc1nc(=S)n(-c2ccccc2)c(C)c1C(C)=O	-99*	-11%	5%	1%	-15%	-7%	?
